APP transl inh – APP translation inhibition. SH-SY5Y APP 5'UTR-luciferase reporter, luminescence. inhibition, % at 2 µM. 190,000 compounds, 0.82% hits. AID 1285;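 active means inhibition above a set limit, derived from the sample mean plus 3 SD, cut at about 45% in these data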; further: values of inactives mirror those of a sister screen read the other way
STAT1 activator – activators of IFN-gamma induced STAT1 signaling. NIH 3T3 STAT1-luciferase reporter, luminescence; 100% = IFN-gamma alone, no compound. activation (% of control), % at 5.5 µM. 200,000 compounds, 2.6% hits;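 active means activation above the screen-wide mean activation plus 3 SD, cut at about 130% in these data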;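 further: raw ratio to IFN-gamma control signal so 100% means no change and 0% no light; values of inactives mirror those of a sister screen read the other way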
APP 5'UTR act – activates APP 5'UTR luciferase reporter; SH-SY5Y APP 5'UTR luciferase reporter, luminescence; zero percent = DMSO vehicle wells; activation, % at 2 µM; 190,000 compounds, 1% hits; AID 1276;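 active means activation above a set limit, based on mean plus 3 SD of controls, cut at about 140% in these data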; further: values of inactives mirror those of a sister screen read the other way
STAT3 blocker – reduces IL-6 driven STAT3 reporter signal. U3A cells, IL-6 STAT3-luciferase reporter, luminescence; host cell line lacks STAT1. inhibition, % at 5.5 µM. 190,000 compounds, 0.89% hits. AID 862;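 active means inhibition above the mean inhibition across all screened compounds plus 3 SD, cut at about 44% in these data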;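 further: 0% = DMSO only wells and 100% = 100 µM nifuroxazide control wells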
FLuc stim CS – firefly luciferase counter-screen for stimulation assays; ATPlite luciferase biochemical, luminescence, 10 min; 0 = ATP-free wells, 1 = DMSO control; activation factor at 10 µM; 200,000 tested, under 10 active;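 active means luciferase activation factor, scaled between plate controls, of at least 2 with compound at 10 µM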
Target sequence (P08659 whole entry, looked up): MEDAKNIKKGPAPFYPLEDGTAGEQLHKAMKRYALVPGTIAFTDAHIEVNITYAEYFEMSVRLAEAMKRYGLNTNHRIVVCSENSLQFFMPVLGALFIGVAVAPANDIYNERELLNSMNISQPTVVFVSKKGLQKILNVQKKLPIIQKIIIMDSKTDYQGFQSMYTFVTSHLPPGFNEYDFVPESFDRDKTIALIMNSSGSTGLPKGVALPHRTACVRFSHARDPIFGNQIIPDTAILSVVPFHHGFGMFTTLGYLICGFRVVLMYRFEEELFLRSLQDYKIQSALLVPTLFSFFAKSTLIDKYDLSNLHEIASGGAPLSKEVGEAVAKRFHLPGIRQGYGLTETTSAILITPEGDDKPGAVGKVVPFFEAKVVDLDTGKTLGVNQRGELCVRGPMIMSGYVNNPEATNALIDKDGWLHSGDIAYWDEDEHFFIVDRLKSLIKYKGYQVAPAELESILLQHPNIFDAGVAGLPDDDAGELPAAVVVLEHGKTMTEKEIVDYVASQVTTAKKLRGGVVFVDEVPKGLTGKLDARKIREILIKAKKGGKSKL
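System: luciferase plus luciferin reagent, cell-free; medium: PBS as buffer for the ATP substrate; dosing: test compounds dosed from 2 mM stocks in 100% DMSO; timing: 10 min post-reagent at room temperature; measured by: luminescence measurement of luciferase light output; evaluation: luciferase activation, seen as luminescence increase over controls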
NF-kB expr up – compounds increasing NF-kB expression in human neuronal cells; NF-kB reporter expression; hits give high values; fold change at 12.5 µM; 190,000 compounds, 1.6% hits; AID 1239; in the data active means fold change above about 3.3
STAT1 blocker – reduces IFN-gamma driven STAT1 reporter signal | NIH 3T3 STAT1-luciferase reporter, luminescence | inhibition, % at 5.5 µM | 200,000 compounds, 0.35% hits;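 active means inhibition above a set limit, the mean inhibition across all tested compounds plus 3 SD, cut at about 34% in these data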;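 further: 0% = IFN-gamma with DMSO and 100% = IFN-gamma with 300 µM nifuroxazide; values of inactives mirror those of a sister screen read the other way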
FLuc inhib CS – Photinus pyralis luciferase inhibition counter-screen. P08659. ATPLite firefly luciferase biochemical luminescence, 10 min. inhibition, % at 10 µM. 200,000 compounds, 1.5% hits. AID 1006;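 active means inhibition above about 50% when tested at 10 µM, limit read from the data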
STAT3 act – STAT3 signaling activation. U3A cells, IL-6 STAT3-luciferase reporter, luminescence; 100% = signal with IL-6 EC80 alone. AID 871. activation (% of control), % at 5.6 µM. 190,000 compounds, 0.91% hits;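 active means activation above the screen-wide mean of compound activation plus 3 SD, cut at about 130% in these data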;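 further: 0% = background luminescence of wells with medium and substrate only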
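Test system: human U3A cells carrying STAT3-luciferase construct; control set: IL-6-only wells as 100% reference; timing: compound pre-incubation 1 h before IL-6, then 6 h stimulation at 37 °C; also added: IL-6 stimulus at 33 ng/mL final; evaluation: % activation versus median of IL-6-stimulated wells; detection: reporter luminescence signal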
ROMK mod – modulators of human ROMK potassium channel | Tet-inducible ROMK, thallium flux fluorescence; actives lie on both sides | 130,000 compounds, 2% hits | B-score at 10 µM | P48048;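 active means signal ratio slope over the read window, or its plate-corrected B-score, at least 3 SD from the plate mean, either direction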;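 further: B-score of the F/F0 ratio slope over 7 to 12 s after thallium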
Target sequence (P48048 whole entry, looked up): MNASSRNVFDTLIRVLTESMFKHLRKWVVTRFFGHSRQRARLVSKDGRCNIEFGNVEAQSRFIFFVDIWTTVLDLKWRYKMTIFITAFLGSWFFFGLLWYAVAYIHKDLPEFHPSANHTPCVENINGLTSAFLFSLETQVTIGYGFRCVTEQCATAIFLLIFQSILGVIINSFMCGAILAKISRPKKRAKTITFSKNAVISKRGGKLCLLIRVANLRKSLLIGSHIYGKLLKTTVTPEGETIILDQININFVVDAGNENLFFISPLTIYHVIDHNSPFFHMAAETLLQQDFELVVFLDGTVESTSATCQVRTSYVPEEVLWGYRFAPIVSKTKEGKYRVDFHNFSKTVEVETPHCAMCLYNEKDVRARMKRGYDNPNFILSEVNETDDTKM
Active calls of the source: *; / = no result given.

Assay codes: A = APP transl inh; B = STAT1 activator; C = APP 5'UTR act; D = STAT3 blocker; E = FLuc stim CS; F = NF-kB expr up; G = STAT1 blocker; H = FLuc inhib CS; I = STAT3 act; J = ROMK mod
> Cc1ccc(C(=O)Nc2cccc(C(=O)NCc3ccco3)c2)cc1
  A = -31 | B = 87 | C = 31 | D = 11 | E = 0.8 | F = 1.4 | G = 13 | H = 18 | I = 94 | J = /

> Nc1nc2sc3c(c2c(=O)s1)CCCC3
  A = -25 | B = 121 | C = 25 | D = -6 | E = 1 | F = 1.6 | G = -22 | H = 5 | I = 108 | J = -1.1

> Cc1ccc(-c2c(C)n([O-])c3c([n+]2=O)CCCC3)cc1
  A = -12 | B = 89 | C = 12 | D = 9 | E = 1.1 | F = 1 | G = 11 | H = -6 | I = 97 | J = -0.47

> COC(=O)CC1C(=O)NCCN1C(=O)CSc1nnnn1-c1ccc(OC)cc1 (stereo unspecified)
  A = -14 | B = 100 | C = 14 | D = -2 | E = 1 | F = 1.2 | G = -1 | H = -2 | I = 105 | J = 0.49

> O=C(CSc1nc(O)c(Cc2ccccc2)c(=O)[nH]1)Nc1nnc(SCc2ccccc2)s1
  A = 9 | B = 101 | C = -9 | D = 8 | E = 1 | F = 1.2 | G = -3 | H = 4 | I = 98 | J = 0.6

> COc1ccccc1NS(=O)(=O)c1ccc(Cl)c(NC(=O)CN2C(=O)c3ccccc3C2=O)c1
  A = -5 | B = 93 | C = 5 | D = -2 | E = 1.1 | F = 1.2 | G = 8 | H = -8 | I = 101 | J = /

> CC(C(=O)N1CCN(c2ccc([N+](=O)[O-])cc2)CC1)N1C(=O)C2CC=CCC2C1=O (stereo unspecified)
  A = 2 | B = 101 | C = -2 | D = 1 | E = 1 | F = / | G = -1 | H = -1 | I = 104 | J = 0.67

> CC(C)N1CCC2(CC1)N=C(c1ccc3c(c1)OCO3)CC(c1cc(Cl)ccc1O)N2 (stereo unspecified)
  A = -53 | B = 86 | C = 53 | D = 2 | E = 1.1 | F = 4.7* | G = 15 | H = -12 | I = 102 | J = /

> Cc1ccc(N=C(NOC(=O)c2ccccc2)c2nonc2N)c(C)c1
  A = 6 | B = 106 | C = -6 | D = -9 | E = 1.1 | F = 1.1 | G = -7 | H = -8 | I = 109 | J = /

> O=C(Cn1c(=S)[nH]c2ccccc21)c1ccccc1
  A = -2 | B = 100 | C = 2 | D = 8 | E = 1 | F = 1.1 | G = 0 | H = -1 | I = 94 | J = /

> Cc1ccnc2ccc(P(=O)(c3ccccc3)c3ccccc3)cc12
  A = -4 | B = 110 | C = 4 | D = -9 | E = 1 | F = 1 | G = -14 | H = -4 | I = 112 | J = 0.016

> CC(C)(C)[C@@H]1C=C(C(=O)N2CCOCC2)O[C@H](OCc2ccc(CO)cc2)C1
  A = 3 | B = 99 | C = -3 | D = / | E = 1.1 | F = 1.1 | G = 3 | H = -11 | I = / | J = /

> Cc1ccc(NC(=S)N2CCC(O)CC2)c(C)c1
  A = 11 | B = 107 | C = -11 | D = -5 | E = 1.1 | F = 1.1 | G = -7 | H = -8 | I = 104 | J = 0.58

> CC(=O)/C(=C/N(C)C)C(=O)Nc1ccc(Cl)cc1Cl
  A = 5 | B = 101 | C = -5 | D = 7 | E = 0.9 | F = 1 | G = -1 | H = 14 | I = 102 | J = 0.13

> Cc1ccc(S(=O)(=O)N2CCCC2)cc1C(=O)O
  A = 10 | B = 101 | C = -10 | D = 6 | E = 1 | F = 1.1 | G = -2 | H = 0 | I = 95 | J = 1

> CCOc1ccc2nc3sc(C(=O)N4CCN(C)CC4)c(N)c3cc2c1
  A = 8 | B = 110 | C = -8 | D = 18 | E = 1 | F = 0.87 | G = -12 | H = -1 | I = 92 | J = -2

> COc1cc(OC)cc(C(=O)NC(=S)Nc2cccnc2)c1
  A = -6 | B = 102 | C = 6 | D = 16 | E = 1 | F = 0.54 | G = -1 | H = 5 | I = 94 | J = /

> CN1CCN(C(=O)c2ccc(C(C)(C)C)cc2)CC1
  A = -10 | B = 98 | C = 10 | D = 7 | E = 1 | F = 1.3 | G = 3 | H = -5 | I = 99 | J = -0.6

> O=C(Nc1c(C(=O)O)oc2ccc(Br)cc12)c1ccccc1
  A = / | B = 99 | C = / | D = -6 | E = 1 | F = 1.4 | G = 1 | H = -3 | I = 113 | J = /

> CC1=CC=CC2=NC(=O)CC(C)(C(=O)N(CC(=O)NC3CCCC3)c3ccccc3C)N12 (stereo unspecified)
  A = -6 | B = 105 | C = 6 | D = -3 | E = 1 | F = 0.7 | G = -5 | H = -5 | I = 109 | J = /

> CCOc1ccc(C(=O)NCCC2=CCCCC2)cc1OCC
  A = -4 | B = 101 | C = 4 | D = 4 | E = 1.1 | F = 1.4 | G = -4 | H = -6 | I = 101 | J = 0.9

> CCOC(=O)c1oc2ccccc2c1NC(=O)C(C)(C)C
  A = -6 | B = 94 | C = 6 | D = -3 | E = 1 | F = 1.1 | G = 6 | H = -2 | I = 104 | J = -0.5

> COc1ccc(N2CCN(C(=O)CNC(=O)c3cn(-c4ccccc4OC)c(=O)c4ccccc34)CC2)cc1
  A = -11 | B = 91 | C = 11 | D = -3 | E = 1 | F = 0.92 | G = 8 | H = 4 | I = 107 | J = 0.35

> Cc1cccc(C(=O)c2ccccc2C(=O)O)c1O
  A = 0 | B = 100 | C = 0 | D = 17 | E = 1.1 | F = 1.1 | G = 0 | H = -8 | I = 92 | J = /

> O=C(CN1CCN(c2ccc(O)cc2)CC1)Nc1cc(S(=O)(=O)N2CCCCC2)ccc1Cl
  A = 10 | B = 86 | C = -10 | D = 0 | E = 1.1 | F = 0.89 | G = 13 | H = -7 | I = 101 | J = 0.066

> O=c1c(-c2ccc3c(c2)OCCO3)coc2cc(O)cc(O)c12
  A = -145 | B = 119 | C = 145* | D = 12 | E = 0.4 | F = 5.8* | G = -21 | H = 62* | I = 93 | J = /

> CC(C)=C(NC(=O)c1ccccc1)C(=O)N/N=C/c1ccc(O)cc1
  A = 5 | B = 115 | C = -5 | D = -7 | E = 0.9 | F = 1.2 | G = -17 | H = 10 | I = 104 | J = 0.38

> O=C1CN(C(=O)CSc2nnc(Nc3ccccc3)s2)c2ccccc2N1
  A = -9 | B = 98 | C = 9 | D = 10 | E = 1 | F = 0.94 | G = 2 | H = 4 | I = 93 | J = -0.031

Whole records, quoted from the list:
`Cc1ccc(NC(=S)N2CCC(O)CC2)c(C)c1` as listed: APP transl inh = 11; STAT1 activator = 107; APP 5'UTR act = -11; STAT3 blocker = -5; FLuc stim CS = 1.1; NF-kB expr up = 1.1; STAT1 blocker = -7; FLuc inhib CS = -8; STAT3 act = 104; ROMK mod = 0.58
`COc1ccc(N2CCN(C(=O)CNC(=O)c3cn(-c4ccccc4OC)c(=O)c4ccccc34)CC2)cc1` as listed: APP transl inh = -11; STAT1 activator = 91; APP 5'UTR act = 11; STAT3 blocker = -3; FLuc stim CS = 1; NF-kB expr up = 0.92; STAT1 blocker = 8; FLuc inhib CS = 4; STAT3 act = 107; ROMK mod = 0.35

A stretch from the list above, for reference:
Assay codes: A = APP transl inh; B = STAT1 activator; C = APP 5'UTR act; D = STAT3 blocker; E = FLuc stim CS; F = NF-kB expr up; G = STAT1 blocker; H = FLuc inhib CS; I = STAT3 act; J = ROMK mod
> CC(C)(C)[C@@H]1C=C(C(=O)N2CCOCC2)O[C@H](OCc2ccc(CO)cc2)C1
  A = 3 | B = 99 | C = -3 | D = / | E = 1.1 | F = 1.1 | G = 3 | H = -11 | I = / | J = /

> Cc1ccc(NC(=S)N2CCC(O)CC2)c(C)c1
  A = 11 | B = 107 | C = -11 | D = -5 | E = 1.1 | F = 1.1 | G = -7 | H = -8 | I = 104 | J = 0.58

> CC(=O)/C(=C/N(C)C)C(=O)Nc1ccc(Cl)cc1Cl
  A = 5 | B = 101 | C = -5 | D = 7 | E = 0.9 | F = 1 | G = -1 | H = 14 | I = 102 | J = 0.13

> Cc1ccc(S(=O)(=O)N2CCCC2)cc1C(=O)O
  A = 10 | B = 101 | C = -10 | D = 6 | E = 1 | F = 1.1 | G = -2 | H = 0 | I = 95 | J = 1

> CCOc1ccc2nc3sc(C(=O)N4CCN(C)CC4)c(N)c3cc2c1
  A = 8 | B = 110 | C = -8 | D = 18 | E = 1 | F = 0.87 | G = -12 | H = -1 | I = 92 | J = -2

> COc1cc(OC)cc(C(=O)NC(=S)Nc2cccnc2)c1
  A = -6 | B = 102 | C = 6 | D = 16 | E = 1 | F = 0.54 | G = -1 | H = 5 | I = 94 | J = /

> CN1CCN(C(=O)c2ccc(C(C)(C)C)cc2)CC1
  A = -10 | B = 98 | C = 10 | D = 7 | E = 1 | F = 1.3 | G = 3 | H = -5 | I = 99 | J = -0.6

> O=C(Nc1c(C(=O)O)oc2ccc(Br)cc12)c1ccccc1
  A = / | B = 99 | C = / | D = -6 | E = 1 | F = 1.4 | G = 1 | H = -3 | I = 113 | J = /

> CC1=CC=CC2=NC(=O)CC(C)(C(=O)N(CC(=O)NC3CCCC3)c3ccccc3C)N12 (stereo unspecified)
  A = -6 | B = 105 | C = 6 | D = -3 | E = 1 | F = 0.7 | G = -5 | H = -5 | I = 109 | J = /
